Bioassay records: PubChem BioAssay, National Center for Advancing Translational Sciences (NCATS)
S-ASM inh: human S-ASM enzyme inhibition | AID 504937 | Potency, µM (doses to about 57.5 µM), inactives show top-dose activity change, negative = inhibition, actives largely listed as inhibitors | actives 0.006% (n = 340,000) | placental ASM, HMU-PC fluorogenic substrate, 60 min; also: potency is read from the fitted curve at half-maximal effect
Target sequence (P17405 47-631 limits assumed): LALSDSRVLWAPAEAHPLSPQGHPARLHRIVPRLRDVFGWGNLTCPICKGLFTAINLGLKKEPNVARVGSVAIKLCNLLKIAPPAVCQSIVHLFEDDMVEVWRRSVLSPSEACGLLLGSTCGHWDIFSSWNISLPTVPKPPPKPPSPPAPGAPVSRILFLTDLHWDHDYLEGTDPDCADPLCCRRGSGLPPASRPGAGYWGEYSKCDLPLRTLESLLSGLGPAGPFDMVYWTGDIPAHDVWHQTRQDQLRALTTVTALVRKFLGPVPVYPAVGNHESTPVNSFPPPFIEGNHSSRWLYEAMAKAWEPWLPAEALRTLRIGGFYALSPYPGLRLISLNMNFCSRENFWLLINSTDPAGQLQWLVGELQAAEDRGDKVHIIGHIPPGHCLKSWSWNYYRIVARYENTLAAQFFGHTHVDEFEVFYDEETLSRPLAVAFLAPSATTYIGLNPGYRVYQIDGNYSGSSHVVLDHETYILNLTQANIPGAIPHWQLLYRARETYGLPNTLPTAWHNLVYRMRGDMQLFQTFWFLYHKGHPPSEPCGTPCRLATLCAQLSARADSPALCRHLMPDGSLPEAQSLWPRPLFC
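Human placenta-derived ASM enzyme was preincubated with compound for 10 minutes at room temperature, then given fluorogenic substrate HMU-PC0 (9 uM final) for 60 minutes at 37 °C; a pH 10 stop preceded fluorescence reading at Ex 386/Em 447 nm.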
a7 integrin act: activators of alpha7 integrin expression for muscular dystrophy | actives 0.064% (n = 350,000) | Potency, µM (top dose mostly 38.3 µM), for inactives: at the highest dose activation, most hits filed as activators | alpha7betagal myoblasts, beta-gal FDG fluorescence, 48 h;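 also: potency is read from the fitted curve at half-maximal effect; 100% = response of the positive control SU9516; nearly all actives have a fitted effect of over 60% in size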
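Alpha7betagal+/- myoblasts (passage 13) were plated 16-24 hr, then exposed to compounds (1:260 dilution of DMSO stock) for 48 hours at 37C. After MPER lysis, β-galactosidase reporter activity was read as FDG fluorescence (ex 480/em 540) after 30 minutes.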
TCR act: T cell receptor activation. primary human leukocytes, anti-CD3, IL-2 HTRF, 48 h. Potency, µM (doses to about 9.22 µM), without a hit: at the highest dose activation of IL-2 secretion, hits mostly activators. 330,000 tested, under 10 active; also: % of control where 0% means no effect
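HTRF read-out of IL-2 secretion: europium cryptate donor excited at 320nm, d2 acceptor emission at 665nm. Cells were primary human leukocytes incubated 48 hr with compounds and a-CD3 beads, supplying TCR signal only.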
PTAP TSG101 blk: blocks PTAP/TSG101 interaction to inhibit HIV-1 budding; Potency, µM (highest dose often 115 µM), inactives show top-dose activity change, negative = inhibition, usual class: inhibitors; Q99816; AID 493005; 340,000 tested, under 10 active; Fluorescence polarization, FITC-PTAP peptide / Tsg101 binding; active = well fitted inhibition curve with a large enough effect in the main read-out, with a control signal flat, not every such curve was filed as active; inconclusive = small, poorly fitted or top-dose-only effect, or effect the other way, or a change in a side signal; inactive = no such curve, though single readings can be large or run the other way; also: potency is read from the fitted curve at half-maximal effect; % of control where 0% means no effect
Target sequence (Q99816 whole entry, looked up): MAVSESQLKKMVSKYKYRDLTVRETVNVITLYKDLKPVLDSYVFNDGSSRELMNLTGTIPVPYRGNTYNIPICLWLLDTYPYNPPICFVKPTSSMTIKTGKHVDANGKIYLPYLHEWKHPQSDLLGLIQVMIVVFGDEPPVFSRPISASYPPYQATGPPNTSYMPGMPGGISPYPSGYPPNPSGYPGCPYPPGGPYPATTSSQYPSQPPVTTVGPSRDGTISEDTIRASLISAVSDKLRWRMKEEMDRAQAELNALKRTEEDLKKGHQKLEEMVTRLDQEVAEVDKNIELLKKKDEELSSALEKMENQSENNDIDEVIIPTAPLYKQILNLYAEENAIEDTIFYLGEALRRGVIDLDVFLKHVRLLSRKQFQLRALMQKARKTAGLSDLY
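Tsg101 binding domain (10 uM final) was mixed with compound and a FITC-labeled PTAP peptide (50 nM final) in HEPES pH 7.5 buffer with NaCl, Tween 20, EDTA and TCEP; fluorescence polarization was read after 20 min at r.t.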
Numbers without * were called inactive; i = inactive; ? = inconclusive; [ ] = dose if it differs, or a comment. Unless noted, calls follow the shape of the dose curve; as a rule, active = well fitted curve in the direction sought with a large enough effect; inconclusive = small, poorly fitted or top-dose-only effect, or another doubt; inactive = no such curve, though single readings can be large; an effect the other way counts as inactive or inconclusive. An excerpt (hit frequency here may not be typical).

Value order – S-ASM inh | a7 integrin act | TCR act | PTAP TSG101 blk
- COc1ccc(C(=O)Nc2c(O)ccc3ccccc23)cc1OC
    -3% | 3% | -1% | -5%
- CC(C)n1cc2c(N)ncnc2n1
    6% | -2% | 1% | 1%
- COc1cc2c(-c3ccccc3)c(C)oc2cc1/C=N/NC(N)=S
    17% | -35% | -11% | 0%
- CCn1c(CCNC(=O)c2cccs2)nnc1SCC(=O)Nc1cccc(Cl)c1
    -5% | -9% | -1% | -4%
- COc1ccc(CN2[C@@H](CC(=O)O)c3ccccc3S2(=O)=O)cc1
    7% | 0% | 0% | 0%
- COC(=O)[C@H]1C[C@H]1[C@@H](NC(=O)c1ccc[nH]1)c1ccccc1
    -1% | 22% | -2% | -2%
- O=C(NCc1ccccc1)c1cccc(NC(=O)C2CCCC2)c1
    0% | -11% | 7% | -1%
- O=C(Cc1ccccc1)c1ccccn1
    2% | 18% | -15% | 9%
- COc1ccc(OC)c(C(=O)Nc2c(O)ccc3ccccc23)c1
    1% | 21% | 6% | -1%
- Cc1c(C(=O)Nc2ccccc2)cnn1-c1ccccc1
    -1% | -2% | 5% | -3%
- c1ccc2c(c1)ccc1nnnn12
    3% | -17% | -1% | -3%
- CC[C@H]1c2[nH]c3ccc(C(C)C)cc3c2[C@@H]2CCN3C(=O)CCC[C@H]1[C@H]23
    2% | -14% | -4% | -5%
- O=[N+]([O-])c1ccc(NS(=O)(=O)c2ccccc2)c(Cl)c1
    -1% | 17% | 1% | 3%
- Cc1nc(Nc2nc(-c3ccccc3)cc(=O)[nH]2)nc2ccccc12
    -15% | -48%[inhibitor] | -1% | -3%
- CCCCOc1ccc(/C=C(\C#N)C(=O)NC2CC2)cc1
    0% | -5% | -2% | -4%
- O=C(O)c1cc2ccccc2cn1
    4% | 0% | 3% | 0%
- O=C1N=C2N(CCN3CCCCC3)c3ccccc3N2/C1=C\c1ccc([N+](=O)[O-])s1
    -1% | -34% | -7% | -6%
- COc1cc(C(=O)NC2CCN(C)CC2)ccc1Nc1ncc2c(n1)N(Cc1ccccc1)CCC(=O)N2C
    0% | -42% | -2% | 0%
- Cc1ccc(C)c(-n2c(-c3ccco3)n[nH]c2=S)c1
    5% | 23% | 5% | 0%
- O=c1c2ccccc2ncn1CCc1ccncc1
    2% | 33% | -2% | -4%

Filtered by structure, those above with a halogen
Value order – S-ASM inh | a7 integrin act | TCR act | PTAP TSG101 blk
- CCn1c(CCNC(=O)c2cccs2)nnc1SCC(=O)Nc1cccc(Cl)c1
    -5% | -9% | -1% | -4%
- O=[N+]([O-])c1ccc(NS(=O)(=O)c2ccccc2)c(Cl)c1
    -1% | 17% | 1% | 3%

Later entries.
Value order – S-ASM inh | a7 integrin act | TCR act | PTAP TSG101 blk
- CC(=O)Nc1ccc(Cl)cc1-c1ccccc1
    -1% | 4% | -4% | 1%
- O=C(O)c1cccc2c1C(=O)c1cc([N+](=O)[O-])ccc1-2
    -1% | -6% | 4% | -3%
- CC(=O)n1cc([C@@H]2C=C(C(=O)N3CCN(C)CC3)O[C@H](OCc3ccc(CO)cc3)C2)c2ccccc21
    8% | -11% | 3% | 0%
- O=C(O)C(F)=C1c2ccccc2-c2ccccc21
    11% | 0% | -2% | 2%
- O=C(Nc1ccccc1)NC1CCCCCCC1
    -1% | 2% | -9% | -3%
- O=C(NCc1cccc(C(F)(F)F)c1)c1cc(-c2ccccc2)nn1CC1CC(c2cccnc2)=NO1 (centres undefined)
    -1% | 11% | -4% | -9%
- O=C1[C@H]2[C@H](C=CC[C@H]2C(=O)N2CCN(c3ccccc3)CC2)CCN1Cc1ccc(Cl)c(Cl)c1
    -15% | 4% | -3% | -4%
- N#CCCN(NC(=O)OCc1ccccc1)C(=O)OCc1ccccc1
    3% | 8% | -10% | -7%
- CC1(C)Oc2cc3oc(-c4cc(O)cc(O)c4)cc3cc2CC1O (centres undefined)
    ? | 8% | 3% | -2%
- C/C(=N\n1c(C)nc2ccccc2c1=O)c1ccc(N)cc1
    -3% | 9% | 5% | 0%
- CC(=O)Nc1ccc(NC(=O)c2cc(S(=O)(=O)N3CCCCC3)ccc2N2CCOCC2)cc1
    1% | 18% | 3% | -2%
- Cc1ccc(CNC(=O)c2cccnc2)cc1
    -5% | -1% | 0% | -2%
- CCCn1c(C)cc(/C=C(\C#N)C(=O)OCC(=O)N(CC)c2c(N)n(Cc3ccccc3)c(=O)[nH]c2=O)c1C
    -16% | 2% | 0% | 2%
- Cc1ccc(C)c(S(=O)(=O)N2CCN(C(=O)CCC(=O)NCc3ccc(Cl)cc3Cl)CC2)c1
    -5% | -27% | 1% | -2%
- CCOc1cc(S(=O)(=O)NCc2ccccc2)c(OCC)cc1-n1cnnn1
    4% | -29% | -3% | -11%
- O=C(CCc1nc2ccccc2c(=O)[nH]1)NCCN1C(=O)S/C(=C\c2ccc(OC(F)F)cc2)C1=O
    4% | -21% | -3% | -10%
- CC(=O)c1nn(-c2cccc(C)c2)cc1C(=O)c1cccc(Br)c1
    -1% | -16% | -2% | 4%
- COc1ccccc1CN1[C@@H](CC(=O)O)c2ccccc2S1(=O)=O
    6% | 7% | -4% | -2%
- O=C(O)c1ccc2ccc3ccccc3c2c1
    7% | -4% | -7% | -2%
- Nc1cccc2c(O)cccc12
    -2% | -8% | 6% | 0%

Random excerpt: 5 entries already listed.
Value order – S-ASM inh | a7 integrin act | TCR act | PTAP TSG101 blk
- O=C(NCc1cccc(C(F)(F)F)c1)c1cc(-c2ccccc2)nn1CC1CC(c2cccnc2)=NO1 (centres undefined)
    -1% | 11% | -4% | -9%
- CCCn1c(C)cc(/C=C(\C#N)C(=O)OCC(=O)N(CC)c2c(N)n(Cc3ccccc3)c(=O)[nH]c2=O)c1C
    -16% | 2% | 0% | 2%
- O=C(Nc1ccccc1)NC1CCCCCCC1
    -1% | 2% | -9% | -3%
- CC1(C)Oc2cc3oc(-c4cc(O)cc(O)c4)cc3cc2CC1O (centres undefined)
    ? | 8% | 3% | -2%
- CCOc1cc(S(=O)(=O)NCc2ccccc2)c(OCC)cc1-n1cnnn1
    4% | -29% | -3% | -11%

Other entries follow:
Field names: A = S-ASM inh; B = a7 integrin act; C = TCR act; D = PTAP TSG101 blk
compound: CC(=NNC(=O)c1ccncc1)c1ccccc1Cl
  A = 0% | B = 0% | C = -17% | D = -4%
compound: CCOC(=O)C1(Cc2ccccc2)CCCCCC1=O (centres undefined)
  A = 4% | B = -4% | C = -2% | D = -2%
compound: CC(=O)Nc1ccc(NC(=O)CSc2nc(=O)n(Cc3cccnc3)c3c2CCC3)cc1
  A = 1% | B = 11% | C = -2% | D = -7%
compound: Cc1ccc(NCc2nnc(SCC(=O)N3CCCCC3)n2CC2CCCO2)c(C)c1 (centres undefined)
  A = -2% | B = 15% | C = 14% | D = -2%
compound: CCCc1ncc(CN2CCCCC2C(=O)Nc2ccc(Oc3ccccc3)nc2)cn1 (centres undefined)
  A = 0% | B = -5% | C = 2% | D = -5%
compound: O=C1[C@H]2[C@H](C=CC[C@H]2C(=O)N2CCOCC2)CCN1Cc1ccc(Cl)c(Cl)c1
  A = -1% | B = 4% | C = -5% | D = 0%
compound: O=C(CSc1nccc2ccccc12)N1CCN(Cc2ccc3c(c2)OCO3)CC1
  A = -1% | B = 8% | C = 2% | D = -12%
compound: CCn1nc(C)cc1C(=O)N1CCCC(N2CCN(c3ccccc3OC)CC2)C1 (centres undefined)
  A = 0% | B = 8% | C = 4% | D = -1%
compound: COc1c(C(=O)Nc2ccccc2N2CCOCC2)cc2ccccc2c1Br
  A = -4% | B = 27% | C = -3% | D = -1%
compound: COCCNC(=O)c1ccccc1N(Cc1ccccc1)S(=O)(=O)c1ccccc1
  A = 1% | B = -2% | C = -1% | D = -11%
compound: O=C(Nc1sc2c(c1C(=O)NCC(O)CO)CCCC2)c1ccccc1 (centres undefined)
  A = 4% | B = 15% | C = -1% | D = 1%
compound: O=C(C=Cc1ccccc1)N1CCCCC1
  A = 0% | B = ? | C = 3% | D = 1%
compound: OCCOCCn1c(C2CCCN2c2nc(-c3ccc(F)cc3)cs2)nc2cc(C(F)(F)F)ccc21 (centres undefined)
  A = ? | B = 3% | C = -2% | D = 4%
compound: Brc1cccc(C=Nc2cccc3ncccc23)c1
  A = 5% | B = -20% | C = 1% | D = 3%
compound: CCCCNC1(C#N)CCN(Cc2ccccc2)CC1
  A = -1% | B = 22% | C = 4% | D = -1%
compound: Cc1c(CCCl)c(Cl)n2c(nc3ccccc32)c1C#N
  A = 54%[activator] | B = -39% | C = -9% | D = -2%
compound: O=C(NCc1ccco1)c1ccc2c(c1)S(=O)(=O)c1ccccc1C2=O
  A = 8% | B = 8% | C = -3% | D = -8%
compound: Cn1c2nc(=O)[nH]c(=O)c-2cc2ccccc21
  A = i | B = -6% | C = -1% | D = -3%
compound: COc1cccc(CCC2C(=O)CCCC2=O)c1
  A = 3% | B = -1% | C = 0% | D = -3%
compound: c1ccc(NCCC2OCC3(CO2)COC(CCNc2ccccc2)OC3)cc1 (centres undefined)
  A = -1% | B = -20% | C = 0% | D = -2%
compound: O=C(CN1C(=O)C2C3C=CC(C3)C2C1=O)OCC(=O)c1ccc(Cl)c([N+](=O)[O-])c1 (centres undefined)
  A = -2% | B = -16% | C = -5% | D = -3%
compound: O=[N+]([O-])c1cc(C=NN2CCCCCC2)ccc1Cl
  A = -4% | B = -15% | C = -4% | D = 0%
compound: NC(CSC1(c2ccc(Cl)cc2)c2ccccc2-c2ccccc21)C(=O)O (centres undefined)
  A = -8% | B = 1% | C = -4% | D = 2%
compound: Cc1ccc(S(=O)(=O)N2CCC[C@H]2C(=O)Oc2ccccc2)cc1
  A = 4% | B = -12% | C = 3% | D = -5%
compound: COc1cccc(NC(=O)CN(C)C(=O)CNC(=O)c2ccc(C)s2)c1
  A = 0% | B = 2% | C = 0% | D = -4%
compound: Cc1ccc(-c2csc(NCCc3nc4cc(Cl)c(Cl)cc4n3CCCO)n2)cc1
  A = -18% | B = 19% | C = -3% | D = 1%
compound: c1nc(NCC2CCCO2)c2[nH]cnc2n1 (centres undefined)
  A = 4% | B = -10%[7.66 µM] | C = 8% | D = -9%
compound: Cc1cc(S(=O)(=O)NCCc2ccncc2)cc(C)c1F
  A = 2% | B = 8% | C = 8% | D = -6%
compound: Nc1cccc(Oc2ccc3c(c2)C(=O)N(CCO)C3=O)c1
  A = 3% | B = 16% | C = -6% | D = 0%
compound: Oc1ccc(Nc2ccc3ccccc3c2)cc1
  A = 14% | B = 14% | C = -4% | D = -1%
compound: CC1(C)COC(c2cccc([N+](=O)[O-])c2)OC1
  A = 2% | B = 17% | C = -1% | D = -5%
compound: CC(C)n1c(CNC(=O)c2ccccc2F)nnc1SCC(=O)NC1CCCCC1
  A = -1% | B = -5% | C = -1% | D = -1%
compound: O=C1C(Cl)=C(NCCCN2CCOCC2)C(=O)c2ccccc21
  A = -8% | B = -75%[inhibitor] | C = -3% | D = -5%
compound: Cc1nc2cc(-c3cccs3)[nH]n2c(=O)c1C
  A = 6% | B = -4% | C = -6% | D = 0%
compound: O=C(c1ccc2c3c(cccc13)CC2)N1CCN(c2ncccn2)CC1
  A = 0% | B = 18% | C = -2% | D = -2%
compound: COc1ccc(NS(=O)(=O)c2cc([N+](=O)[O-])ccc2N/N=C/c2c(C)[nH]c3ccccc23)cc1
  A = -22% | B = 4% | C = -3% | D = 8%
compound: Cc1nn(-c2ccc(F)cc2)c(Cl)c1/C=C(/CCC(=O)O)c1nc2ccccc2s1
  A = -9% | B = 3% | C = -3% | D = -4%
compound: O=C1CCCCC1(CCc1ccncc1)CCc1ccncc1
  A = 2% | B = -4% | C = -3% | D = 1%
compound: Cc1ccccc1C(=O)N1CCC2CC1c1cc(-c3ccc(F)cc3)ccc12 (centres undefined)
  A = -11% | B = -13% | C = 8% | D = -4%
compound: COCOc1ccc(-c2cc(=O)c3c(O)cc(OCOC)cc3o2)cc1
  A = -11% | B = 19% | C = 6% | D = -1%
compound: CCCn1cnc2c(SCc3ccccn3)nc(N)nc21
  A = 6% | B = 7% | C = 0% | D = -7%
compound: CC(C)CC(=O)N1CC=CC[C@@H](c2ccc(Cl)cc2)N(Cc2ccc(Cl)cc2)C(=O)[C@@H]1Cc1ccccc1
  A = -3% | B = -39% | C = 4% | D = 1%
compound: COc1ccc2c(c1)/C(=C/c1cc(OC)c(OC)c(OC)c1)C(=O)N2
  A = -6% | B = -45% | C = 3% | D = -2%
